rTrxR1 inhibitor – inhibitors of rat thioredoxin reductase 1. O89049. recombinant rTrxR1, NADPH fluorescence consumption, selenite substrate. Potency, µM (titrated, usually from 114 µM), for the others: top-dose activity change, negative = inhibition, actives largely listed as inhibitors. 390,000 compounds, 1% hits. AID 588453; note: % is set by controls: 0 for no effect and ±100 for the full control effect; nearly all actives have a fitted effect of over 65% in size
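Rat TrxR1 (90 nM in the dispensed reagent) was pre-reduced with 400 uM NADPH for 5 min at room temperature, then incubated with compound for 15 min. After 400 uM selenite was added, NADPH fluorescence (Ex 340/Em 450 nm) was followed for 8 min.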
RXFP1 agonist – agonists of human relaxin receptor RXFP1; HEK293T-RXFP1 cAMP TR-FRET, 30 min; response scale: percent of porcine relaxin response, buffer zero; Potency, µM (highest dose often 57.5 µM), for the others: at the highest dose activation, most hits filed as activators; 370,000 compounds, 0.3% hits; note: % is set by controls: 0 for no effect and ±100 for the full control effect; nearly all actives have a fitted effect of over 60% in size; many of its hits are not listed in these tables
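HEK293T cells stably expressing RXFP1 were pretreated with the PDE4 inhibitor Ro 20174, exposed to compounds for 30 min at 37C, lysed, and cAMP was read by TR-FRET. Data normalized to buffer (basal) and 29 nM porcine relaxin (100%).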
RGS4 inhibitor – inhibitors of human regulator of G protein signaling 4; 390,000 compounds, 0.039% hits; P49798; Transcreener GDP fluorescence polarization, RGS4-accelerated GTP hydrolysis; Potency, µM (titrated, usually from 114 µM), for the others: at the top dose activity change, negative = inhibition, most hits filed as inhibitors; note: % is set by controls: 0 for no effect and ±100 for the full control effect; nearly all actives have a fitted effect of over 75% in size; some results filed as inactive show a strong effect at the top dose
Target sequence (P49798 whole entry, looked up): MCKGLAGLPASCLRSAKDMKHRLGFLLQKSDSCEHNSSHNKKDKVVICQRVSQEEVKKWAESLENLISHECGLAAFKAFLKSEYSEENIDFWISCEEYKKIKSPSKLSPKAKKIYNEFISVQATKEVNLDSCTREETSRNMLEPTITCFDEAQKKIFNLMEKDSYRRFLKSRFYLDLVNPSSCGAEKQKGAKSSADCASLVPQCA
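MLSMR compounds (23 nl, pin-transferred) preincubated 10 min at room temperature with a 500nM (2x) first reagent, then RGS4 at 900nM (2x) plus Transcreener GDP mix added; fluorescence polarization (620/688 nm) read before and after 90 min at 30 °C.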
TrxR1 substrate – substrates of rat thioredoxin reductase 1. 390,000 compounds, 0.01% hits. O89049. purified TrxR1 substrate turnover, NADPH consumption readout. AID 588456. Potency, µM (doses to about 114 µM), for inactives: at the highest dose activity change, negative = substrate turnover; note: % is set by controls: 0 for no effect and ±100 for the full control effect; nearly all actives have a fitted effect of over 50% in size
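Rat TrxR1, dispensed at 90 nM, was prereduced with 400 uM NADPH (final) for 5 min at ~22 deg C, then incubated with compound 15 min before 400 uM selenite. A first-read NADPH fluorescence drop versus no-compound background flagged substrates.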
ALOX12 inh – ALOX12 (human) lipoxygenase inhibition; Potency, µM (series often up to 108 µM), without a hit: top-dose activity change, negative = inhibition, most hits filed as inhibitors; purified 12hLO, xylenol orange hydroperoxide absorbance; P18054; 580,000 compounds, 1.1% hits; note: % is set by controls: 0 for no effect and ±100 for the full control effect
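Purified human 12hLO (150 nM final) in 25 mM Hepes, 0.01% Triton X-100, pH 7.0 was preincubated 15 min at room temperature with compound. Then 40 uM arachidonic acid was added, 30 min. Hydroperoxide was read by Fe-XO absorbance ratio 573/405 nm.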
mIDH1 inhibitor – human IDH1 R132H inhibition; IDH1-R132H enzyme, NADPH consumption, diaphorase/resazurin fluorescence; Potency, µM (series often up to 76.6 µM), inactives show top-dose activity change, negative = inhibition, actives largely listed as inhibitors; 390,000 compounds, 0.093% hits; note: % is set by controls: 0 for no effect and ±100 for the full control effect; nearly all actives have a fitted effect of over 65% in size
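IDH1-R132H (0.5 ug/mL dispensed) in pH 7.5 Tris buffer was preincubated 30 min with compound, then given a substrate mix of 0.016 mM NADPH and 2 mM alpha-KG for 80 min at room temperature; remaining NADPH was read by diaphorase/resazurin fluorescence.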
Vif-APOBEC3G blk – blocks the Vif interaction with human APOBEC3G; Q9HC16; HeLa A3G-eYFP + Vif (tagged APOBEC3G with the HIV-1 protein that degrades it), YFP fluorescence, overnight; Potency, µM (top dose mostly 46.1 µM), for the others: at the top dose activity, negative = active, most hits filed as inhibitors; 410,000 compounds, 0.076% hits;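 note: % is set by controls: 0 for no effect and ±100 for the full control effect; nearly all actives have a fitted effect of over 60% in size; hits raise eYFP signal because A3G escapes Vif-driven loss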
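HeLa cells stably expressing Vif and C-terminally eYFP-tagged A3G, seeded overnight at 37 deg C, then exposed to compound by pintool overnight at 37 deg C. Rise in yellow fluorescence (Ex 488/Em 500-530, Acumen) marks blocked Vif-driven A3G degradation.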
USP1 inh – blocks the human USP1/UAF1 deubiquitinase complex; 390,000 compounds, 0.23% hits; recombinant USP1/UAF1, Ub-Rhodamine cleavage fluorescence; Potency, µM (titrated, usually from 57.1 µM), for the others: top-dose activity change, negative = inhibition, actives largely listed as inhibitors; note: % is set by controls: 0 for no effect and ±100 for the full control effect; nearly all actives have a fitted effect of over 60% in size; inactives centre near -12
Target sequence (O94782 whole entry, looked up): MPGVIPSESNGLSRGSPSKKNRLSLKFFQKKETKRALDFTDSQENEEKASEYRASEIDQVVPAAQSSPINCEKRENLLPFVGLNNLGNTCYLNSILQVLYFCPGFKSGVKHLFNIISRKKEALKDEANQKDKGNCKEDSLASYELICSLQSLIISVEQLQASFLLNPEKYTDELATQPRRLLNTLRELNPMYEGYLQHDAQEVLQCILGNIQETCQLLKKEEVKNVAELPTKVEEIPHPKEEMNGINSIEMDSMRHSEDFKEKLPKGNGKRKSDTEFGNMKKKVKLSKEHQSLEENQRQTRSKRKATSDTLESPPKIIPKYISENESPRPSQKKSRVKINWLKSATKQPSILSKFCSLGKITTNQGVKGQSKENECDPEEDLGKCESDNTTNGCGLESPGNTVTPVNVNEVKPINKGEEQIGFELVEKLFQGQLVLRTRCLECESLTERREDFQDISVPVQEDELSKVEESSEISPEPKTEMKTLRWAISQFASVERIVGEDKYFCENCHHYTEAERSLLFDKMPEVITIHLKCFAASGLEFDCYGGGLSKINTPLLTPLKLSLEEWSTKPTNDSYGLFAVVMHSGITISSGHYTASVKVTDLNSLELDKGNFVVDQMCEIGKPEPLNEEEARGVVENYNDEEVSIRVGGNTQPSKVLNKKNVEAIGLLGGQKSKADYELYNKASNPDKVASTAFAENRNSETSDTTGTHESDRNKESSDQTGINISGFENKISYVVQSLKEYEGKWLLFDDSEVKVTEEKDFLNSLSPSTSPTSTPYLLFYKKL
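USP1/UAF1 complex at 1 nM was preincubated with compound for 15 min at room temperature, then Ub-Rho substrate (150nM final) was added. Fluorescence (480/540 nm) was read kinetically, 6 reads every 60 seconds.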
Vif-APOBEC3F blk – inhibitors of Vif-A3F interaction | HeLa A3F-eYFP + Vif (tagged APOBEC3F with the HIV-1 protein that degrades it), YFP fluorescence increase | 390,000 compounds, 0.2% hits | Potency, µM (titrated, usually from 46.1 µM), for inactives: at the top dose activity, negative = active; note: % of control where 0% means no effect; nearly all actives have a fitted effect of over 65% in size
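HeLa cells stably expressing Vif plus C-terminally eYFP-tagged A3F were seeded, incubated overnight at 37 deg C, dosed with compound, incubated overnight again at 37 deg C. Yellow fluorescence (Ex 488/Em 500-530) reported blocked Vif-mediated A3F-eYFP degradation.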
Active calls of the source: *; ? = inconclusive; · = not tested or not shown; & = joins results of further samples; [ ] = another dose, or the depositor's remark. Calls come from the whole dose curve; as a rule, active = well fitted curve in the direction sought with a large enough effect; inconclusive = small, poorly fitted or top-dose-only effect, or another doubt; inactive = no such curve, though single readings can be large; an effect the other way counts as inactive or inconclusive. Potency is the fitted concentration of half-maximal effect. An excerpt, so the mix of outcomes need not match the whole.

Compound | rTrxR1 inhibitor | RXFP1 agonist | RGS4 inhibitor | TrxR1 substrate | ALOX12 inh | mIDH1 inhibitor | Vif-APOBEC3G blk | USP1 inh | Vif-APOBEC3F blk
CC1CCCCN1C(=O)CSc1nnc(-c2cccnc2)n1C1CCCCC1 (stereo not given) | 24.2% | -1.0% | 25.6% | 0.7% | 0.0% | 0.8% | 2.1% | -10.6% | -4.6%
Cc1cc(C)n(C2=NS(=O)(=O)c3ccccc32)n1 | 21.1%[57.1 µM] | 2.9% | 8.2% | 11.8%[57.1 µM] | -33.9% | 4.9% | -0.1% | -11.5% | -2.8%
COc1ccc(OC)c(NC(=O)COC(=O)c2n[nH]c3ccccc23)c1 | 28.9% | 0.7% | -0.6% | 2.1% | 197.9%[activator] | 2.1% | -5.7% | -23.2% | 0.6%
COc1ccc(C(=O)OCCNC(=O)c2ccncc2)cc1OC | 8.0% | -0.7% | -1.3% | -2.1% | -15.1% | 4.9% | 1.9% | -13.8% | 4.6%
Oc1c(C(c2ccccc2Cl)N2CCCC2)ccc2cccnc12 (stereo not given) | 7.08µM* | 0.1% | -32.1% | -2.2% | ? | -15.5% | -24.9% | -8.7% | ?
C=CCOc1ccc2ccccc2c1/C=N/O | 6.6% | 0.0% | 8.6% | -0.6% | 4.2% | 7.6% | -2.3% | -27.1% | -1.8%
Cc1nc2nc(C)c(CCC(=O)O)c(C)n2n1 | 0.3% | 3.7% | -10.0% | 14.0%[57.1 µM] | -3.8% | -0.4% | 2.3% | -17.6% | -4.7%
Cc1ccc(-n2nc(C)c3c(C)cc(=O)n(CC(=O)Nc4cc(Cl)ccc4C)c32)cc1 | 9.1%[57.1 µM] | ? | 18.4% | -2.9%[57.1 µM] | -11.1% | 2.1% | 2.6% | -24.0% | -3.5%
O=C(CN1C(=O)C2CC=CCC2C1=O)N1CCN(S(=O)(=O)c2ccccc2)CC1 (stereo not given) | 25.3% | · | 3.8% | 6.1% | -4.1% | 9.5% | -0.3% | -17.8% | 0.2%
Cc1ccc(NC(=O)c2cc(S(=O)(=O)N3CCC(C)CC3)cn2C)cc1Cl | 13.5%[57.1 µM] | 7.2% | -21.2% | 2.2%[57.1 µM] | ? | 0.0% | -3.2% | -12.3% | -3.7%
CCN(CC)C(=O)c1sc2nc(-c3ccccn3)[nH]c(=O)c2c1C | 3.2% | · | -30.5% | 1.7% | 11.4% | 0.0% | 1.8% | -15.8% | ?
CC(C)CN1CCC(=O)N(CCC#N)CC1 | -3.3%&-3.8% | -2.0% | 3.9% | -5.0%&-1.8% | 3.6% | 0.1% | 3.3%&1.4% | 16.0% | 0.0%
OCCC1CN(Cc2c(F)cccc2Cl)CCN1C1CCCCC1 (stereo not given) | 14.5% | 1.7% | 10.7% | 1.7% | -0.6% | -2.7% | 0.7% | -17.0% | 1.4%
COc1cc(NC(=O)CCc2nnc3ccc(N4CCOCC4)nn23)cc(OC)c1OC | 7.1% | 8.5% | 25.0%[11.4 µM] | 0.2% | 2.1% | -2.7% | 2.6% | -9.4% | 0.9%
COc1ccc(-c2csc(-n3cccn3)n2)cc1 | 11.5%[57.1 µM] | 0.0% | -2.7% | 9.1%[57.1 µM] | ? | 6.6% | -0.3% | -22.1% | 5.5%
Cc1cc(-c2nc3ccccc3o2)c2ccccc2n1 | 8.2% | 1.6% | 13.5% | 43.0%[activator] | -0.9% | 2.0% | -3.9% | -6.7% | -10.0%
CCOc1ccccc1C1C(C(N)=O)=C(C)Nc2nc(CCCO)nn21 (stereo not given) | 19.2%[57.1 µM] | -1.1% | -8.5% | 2.8%[57.1 µM] | 34.4%[activator][57.4 µM] | 1.7% | 1.3% | -6.4% | -7.2%
COc1cc(/C(C)=N/NC(=O)c2nnn(-c3nonc3N)c2-c2cccs2)ccc1O | 14.9% | 4.3% | -2.4% | -10.5% | -3.3% | 8.9% | -5.6% | -6.4% | -0.8%
COc1ccc(N2CCN(Cc3nc(-c4ccccc4)no3)CC2)cc1 | 20.9%[57.1 µM] | -0.4% | 3.9% | 5.8%[57.1 µM] | 41.2%[activator] | 2.4% | -3.3% | -18.5% | -28.1%
Cc1ccc(C(=O)CSc2nnc(-c3ccco3)n2Cc2ccccc2)cc1 | ? | 2.2% | -28.6%[11.4 µM] | -1.8% | 0.0% | -5.9% | -1.0% | -7.1% | 8.6%

As entered above.
In TrxR1 substrate, CCN(CC)C(=O)c1sc2nc(-c3ccccn3)[nH]c(=O)c2c1C has the entry 1.7%
In RGS4 inhibitor, COc1ccc(N2CCN(Cc3nc(-c4ccccc4)no3)CC2)cc1 has the entry 3.9%

(continued)
Compound | rTrxR1 inhibitor | RXFP1 agonist | RGS4 inhibitor | TrxR1 substrate | ALOX12 inh | mIDH1 inhibitor | Vif-APOBEC3G blk | USP1 inh | Vif-APOBEC3F blk
S=C(NCCCc1cnc[nH]1)NCCCN(CCc1ccccc1)c1ccc(Br)cn1 | -7.7%&35.8% | · | -20.2%&-13.8% | -1.3%&6.6% | · | · | -2.6%&-6.2% | · | ·
COc1ccccc1N1CCN(S(=O)(=O)CCNC(=O)CC2CCCC2)CC1 | · | · | · | · | -10.2% | -5.6% | 0.3% | -8.9% | -6.2%
O=C(NNC1CCN(Cc2ccccc2)CC1)c1ccccc1 | 11.1%[57.1 µM] | · | -20.5% | 9.2%[57.1 µM] | -6.2% | 3.9% | -2.5% | -18.0% | 1.4%
Cc1ccc(Nc2c(-c3ccc(C)cc3)nc3ccc(C)cn23)cc1 | 8.9% | 2.5% | 17.0% | 14.4% | -25.1% | 18.6% | -9.3% | -10.4% | 0.0%
COC(=O)c1ccc2c(=O)n(CCN3CCOCC3)c(SCC(=O)Nc3ccc(C)cc3)nc2c1 | -6.9% | -0.6% | -10.1% | -0.4% | 29.6% | 10.2% | 5.9% | -26.1% | 0.1%
Cc1sc(NC(=O)c2ccccc2)c(C(=O)N2CCN(C)CC2)c1C | -17.7% | 2.6% | -34.2% | -12.4% | 2.0% | 3.7% | 0.2% | -9.9% | -2.1%
S=C(Nc1cccc(Br)c1)N1CCn2cccc2C1c1cccnc1 (stereo not given) | 1.7%[57.1 µM] | 0.3% | -31.3% | -2.1%[57.1 µM] | 34.5%[activator] | 1.0% | -3.3% | -7.0% | -3.0%
COc1ccc(S(=O)(=O)N(C)c2ccc(C(=O)N3CCCC3)cc2)cc1 | 16.6% | -0.5% | -1.8% | 7.3%[57.1 µM] | 3.9% | -3.7% | -1.6% | -1.3% | -2.0%
CC(=O)N(C(C)=O)c1ccc(Oc2ccc(Oc3ccc(N(C(C)=O)C(C)=O)cc3)cc2)cc1 | · | · | · | · | 8.6% | 0.5% | -0.7% | -23.0% | -1.2%
CCOC(=O)N1CCN(C(=O)c2ccc(CSc3ccc(Cl)cc3)cc2)CC1 | 13.6%[57.1 µM] | -5.0% | ? | -11.9% | -1.0% | 0.2% | 0.2% | ? | 11.3%
CCOC(=O)N1CCN(C(=O)C2CC(=O)N(c3ccc(C)cc3)C2)CC1 (stereo not given) | 5.3%[57.1 µM] | -0.5% | -26.3% | 3.4%[57.1 µM] | 3.4% | 9.5% | 1.0% | -11.2% | 12.9%
CC(C)c1ccc(S(=O)(=O)N2CCN(C(=O)c3cc([N+](=O)[O-])ccc3N3CCOCC3)CC2)cc1 | 14.8% | 1.7% | ? | -0.4% | -8.4% | 2.2% | 4.1% | ? | 0.1%
O=C(Nc1cccnc1)c1ccccc1O | -5.3% | -3.3% | -3.1% | -4.4% | 0.0% | 2.2% | -0.8% | -2.6% | 0.2%
CC(=O)NS(=O)(=O)c1ccc(NC(=O)c2ccc(Cl)cc2[N+](=O)[O-])cc1 | 8.1%[57.1 µM] | 0.9% | -9.4% | 3.6%[57.1 µM] | -17.5% | 11.7% | -3.0% | -31.2% | -11.4%
CCOC(=O)c1cnc2nc(COc3ccccc3)[nH]n2c1=O | 6.9%[57.1 µM] | 1.5% | 12.8% | 11.1%[57.1 µM] | -17.4% | 0.1% | 1.7% | -18.6% | -2.9%
CCOC(=O)c1c(-c2ccccc2)csc1NC(=O)CSc1nnnn1C | 22.7% | 0.5% | -3.5% | 0.2% | 26.7% | 11.3% | -1.5% | -8.5% | -1.0%
Cc1ccc(Cl)cc1N1CCN(C(=O)c2noc3c2CCCC3)CC1 | 15.4% | 0.1% | 10.0% | -4.0% | -3.4% | -11.1% | 5.6% | -10.5% | 7.2%
O=c1oc2cc(OCc3ccc(F)cc3F)ccc2cc1-c1ccccn1 | 1.1%[11.4 µM] | 5.1% | -14.8% | 18.1%[11.4 µM] | 0.0% | 0.6% | 8.2% | -11.9% | 8.2%
COc1ccc(-n2nnnc2SCC(=O)NCc2ccco2)cc1OC | ? | 0.7% | -11.2% | 9.0% | 2.0%[57.4 µM] | 1.5% | 0.7% | -7.1% | -4.8%
CC(C)(C)NC(=O)CN(Cc1cccs1)C(=O)CCC(=O)Nc1nccs1 | 8.4% | 0.4% | -5.9% | 12.2% | 0.4% | -0.3% | 0.7% | 1.5% | -5.2%

Source: PubChem
